From PubChem BioAssay
Giardia FBPA inh: blocks Giardia fructose-bisphosphate aldolase activity. A8B2U2. purified Giardia FBPA. Potency, µM (titrated, usually from 59.6 µM), inactives show at the top dose activity, negative = inhibition, actives largely listed as inhibitors. hit rate 0.71% among 290,000. AID 2451; note: potency is the fitted concentration of half-maximal effect; nearly all actives have a fitted effect of over 55% in size
Target sequence (A8B2U2 whole entry, looked up): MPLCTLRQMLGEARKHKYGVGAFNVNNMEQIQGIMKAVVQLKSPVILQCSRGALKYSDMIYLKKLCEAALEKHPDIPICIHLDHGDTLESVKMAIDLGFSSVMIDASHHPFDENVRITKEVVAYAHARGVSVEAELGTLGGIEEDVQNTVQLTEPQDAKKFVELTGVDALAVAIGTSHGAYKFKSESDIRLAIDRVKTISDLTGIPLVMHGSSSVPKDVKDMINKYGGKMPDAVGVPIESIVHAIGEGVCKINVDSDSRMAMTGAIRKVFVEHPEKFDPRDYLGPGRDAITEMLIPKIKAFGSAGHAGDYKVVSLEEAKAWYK
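Giardia FBPA (40 nM reagent) was preincubated 10 min at RT with compound (up to 57.5 uM final), then substrate plus GAPDH/TPI/NAD/arsenate coupling system with diaphorase/resazurin was added; resorufin fluorescence (525/598 nm) was read after 20 min.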
HCMV antiviral: human cytomegalovirus inhibition; HFF cells, HCMV-luciferase reporter, 72 h; stronger effect = lower value; activity change, negative = inhibition, % at 57.5 µM; hit rate 4.5% among 410,000; AID 1259415; in the data active = activity change below about -60%; inconclusive = no clear call, values can overlap the other calls; inactive = above about -39%
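HFF cells seeded 16 h at 37C, treated with compounds, infected with luciferase-reporter HCMV at MOI 1 PFU/cell; luciferase read at 72 h post infection, normalized to buffer-only and Salinomycin controls.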
Sm TGR inh: blocks Schistosoma mansoni thioredoxin glutathione reductase; Q962Y6; purified TGR, DTNB reduction, TNB absorbance 405 nm; Potency, µM (doses to about 114 µM), without a hit: at the highest dose activity change, negative = inhibition, actives largely listed as inhibitors; hit rate 3% among 360,000; AID 485364; note: potency is the fitted concentration of half-maximal effect; nearly all actives have a fitted effect of over 60% in size
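TGR 20 nM + NADPH 100 uM (dispensed conc.), cpd preinc 15 min RT; start with NADPH (500 uM addition) then DTNB (15 mM addition). Kinetic TNB absorbance, 405 nm filter. Four-parameter Hill fit across titration.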
AMA1 RON2 block: disrupts binding of P. falciparum AMA1 to RON2; hit rate 0.2% among 360,000; AID 720542; Potency, µM (doses to about 58.2 µM), for the others: at the top dose activity change, negative = inhibition, actives largely listed as inhibitors; AlphaScreen AMA1-biotinylated RON2 peptide binding;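 note: potency is the fitted concentration of half-maximal effect; 0% = vehicle wells and -100% = peptide control; nearly all actives have a fitted effect of over 45% in size; some results filed as inactive show a strong effect at the top dose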
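AMA1 (3D7) with his tag at 25 nM final met compounds first, then biotinylated RON2 peptide at 25 nM; detection used donor plus acceptor beads, 10 µg/mL apiece, read by AlphaScreen after 30 min at room temperature.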
AmpC detergent: AmpC beta-lactamase inhibition with detergent present | AmpC hydrolysis of nitrocefin, absorbance 480 nm, 0.01% Triton | hit rate 0.041% among 370,000 | P00811 | Potency, µM (titrated, usually from 114 µM), without a hit: at the top dose activity change, negative = inhibition, hits mostly inhibitors;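 note: potency is the fitted concentration of half-maximal effect; 0% = no-compound wells and -100% = no-enzyme wells; nearly all actives have a fitted effect of over 25% in size; some results filed as inactive show a strong effect at the top dose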
Target sequence (P00811 whole entry, looked up): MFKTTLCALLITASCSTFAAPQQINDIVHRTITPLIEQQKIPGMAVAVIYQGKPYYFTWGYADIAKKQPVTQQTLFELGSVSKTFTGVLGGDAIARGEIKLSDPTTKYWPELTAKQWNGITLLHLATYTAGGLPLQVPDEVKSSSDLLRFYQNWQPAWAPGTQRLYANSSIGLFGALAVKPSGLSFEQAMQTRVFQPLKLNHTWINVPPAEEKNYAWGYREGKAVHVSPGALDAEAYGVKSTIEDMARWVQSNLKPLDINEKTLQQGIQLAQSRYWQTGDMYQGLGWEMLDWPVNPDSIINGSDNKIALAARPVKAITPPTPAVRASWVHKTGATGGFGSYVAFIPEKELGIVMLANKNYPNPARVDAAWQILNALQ
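AmpC (5.3 nM in the dispensed reagent) in 20 mM phosphate pH 7.0 with 0.01% (detergent screen) or 0.0001% Triton X-100 was preincubated with compounds for 15 min at room temperature. Nitrocefin was then added from an 800 uM solution, and hydrolysis was followed at 480 nm.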
HCV inhibitor: HCV inhibition; Huh7.5.1 HCVcc-Cre infection, luciferase reporter, 44 h; Potency, µM (titrated, usually from 41.8 µM), inactives show at the top dose activity change, negative = inhibition, usual class: inhibitors; hit rate 3.4% among 340,000; AID 651820; note: potency is the fitted concentration of half-maximal effect
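Whole-lifecycle infectious HCVcc-Cre system; cells 1,000/well, compound then virus (~0.5 moi) added 4 h after plating, 44 h culture. Luciferase read 15 sec following 15 min substrate incubation, room temp.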
The depositor's hits bear a star; ? = inconclusive; . = not tested or not shown; [ ] = remark or other dose. Unless noted, calls come from the whole dose curve; as a rule, active = well fitted curve in the direction sought with a large enough effect; inconclusive = small, poorly fitted or top-dose-only effect, or another doubt; inactive = no such curve, though single readings can be large; an effect the other way counts as inactive or inconclusive. Unless noted, % is set by controls: 0 for no effect and ±100 for the full control effect.

SMILES	Giardia FBPA inh	HCMV antiviral	Sm TGR inh	AMA1 RON2 block	AmpC detergent	HCV inhibitor
OCCN1CCN(CCOc2cccc(Cl)c2)CC1	-15%	9	3%	-4%	-10%	-12%
COCCNc1ncnc2c1c(-c1ccccc1)cn2-c1cccc(Cl)c1	.	0	7%	.	0%	.
COc1ccc(Oc2nc(SC)nc3ccsc23)cc1	-1%	-13	35%	20%	3%	?
Cc1ccc(SCC(=O)NCc2ccccc2C)cc1	4%	-2	7%	-12%	6%	-4%
CCc1c(C)[nH]c(=S)c(C#N)c1C	-18%	5	14%	22%	-14%	10%
COc1ccc(OC)c(NC(=O)CSc2ccnc(=O)[nH]2)c1	.	2	-1%	.	5%	.
O=C(COC(=O)C1CCC1)NCc1ccc(Cl)cc1Cl	.	-24	4%	10%	-12%	19%
COc1ccc(NC(=O)CN(c2ccc(OC)cc2)S(=O)(=O)c2ccc(OC)c(OC)c2)cc1	9%	18	3%	4%	?	-24%
CC(=O)c1cc2c(cc1N(C(=O)Cn1nnc3ccccc31)C(C(=O)NCCC(C)C)c1cccnc1)OCO2 (centres undefined)	1%	-16	-4%	-2%	-2%	-5%
O=C1c2ccccc2-c2onc3ccc(Oc4ccccc4)c1c23	?	38	6.3µM*	?	2%	?
O=C(Cn1c(S(=O)(=O)Cc2ccccc2)nc2ccccc21)N1CCCCC1	-3%	?	0%	-7%	7%	6%
O=C(NCc1ccc(F)cc1)c1ccc(N2CCOCC2)c([N+](=O)[O-])c1	5%	-37	12%	-9%	-5%	6%
C[C@@H]1CN([C@@H](C)CO)C(=O)Cc2cc(NC(=O)Nc3ccc4c(c3)OCO4)ccc2O[C@@H]1CN(C)C(=O)NC1CCCCC1	.	-8	.	-22%	.	-12%[8.37 µM]
Cc1ccc(NC(=O)c2sc3nc(N)c(C#N)cc3c2N)cc1	-17%	?	4%	11%	0%	-9%
CC(=O)Nc1ccc(NS(=O)(=O)c2ccc3[nH]c4c(c3c2)CCCCC4)cc1	.	5	0%	.	13%	.
COc1ccccc1N(CC(=O)NCCSc1ccccc1)S(=O)(=O)c1ccc(C)cc1	.	-22	3%	.	5%	.
Cc1ccc(C(=O)NN=C2CCCC2)cc1C	.	-3	.	30%	.	4%
Cc1cc(C)cc(NC(=S)NC(=O)CCN2C(=O)c3ccccc3C2=O)c1	2%	3	-16%	0%	-11%	-10%
Cc1cc(OC(=O)N(C)C)nc(SCc2c(Cl)cccc2Cl)n1	-5%	-11	-1%	11%	-10%	-12%
Cc1nn(-c2ccccn2)c2c1C(=O)CC(C)(C)C2Br (centres undefined)	-1%	-14	12%	3%	-8%	-25%

Complete entries, looked up by structure:
Listed for `Cc1ccc(NC(=O)c2sc3nc(N)c(C#N)cc3c2N)cc1` → Giardia FBPA inh = -17%; HCMV antiviral = ?; Sm TGR inh = 4%; AMA1 RON2 block = 11%; AmpC detergent = 0%; HCV inhibitor = -9%
Listed for `CC(=O)Nc1ccc(NS(=O)(=O)c2ccc3[nH]c4c(c3c2)CCCCC4)cc1` → Giardia FBPA inh = .; HCMV antiviral = 5; Sm TGR inh = 0%; AMA1 RON2 block = .; AmpC detergent = 13%; HCV inhibitor = .

The listing picks up with the three entries that preceded the break.
SMILES	Giardia FBPA inh	HCMV antiviral	Sm TGR inh	AMA1 RON2 block	AmpC detergent	HCV inhibitor
Cc1cc(C)cc(NC(=S)NC(=O)CCN2C(=O)c3ccccc3C2=O)c1	2%	3	-16%	0%	-11%	-10%
Cc1cc(OC(=O)N(C)C)nc(SCc2c(Cl)cccc2Cl)n1	-5%	-11	-1%	11%	-10%	-12%
Cc1nn(-c2ccccn2)c2c1C(=O)CC(C)(C)C2Br (centres undefined)	-1%	-14	12%	3%	-8%	-25%
CCN(CC)c1ccc(S(=O)(=O)N2CCOCC2)cc1NC(=O)COC(=O)/C=C/c1ccc(C)o1	.	-20	32µM*	-24%	?	?
CCOC(=O)C1CCCN(c2cc(C)nc3cc(-c4ccc(Cl)cc4)nn23)C1 (centres undefined)	-4%	54	-7%	1%	?	20%
COc1ccc(C(=O)N/N=C(\Cc2ncc[nH]2)c2ccccc2)cc1	-5%	0	-1%	46%[activator]	4%	-20%
COc1ccc(N(CC(=O)NCCSCc2c(F)cccc2Cl)S(C)(=O)=O)cc1OC	1%	-8	-6%	-1%	2%	-10%
O=C1CCC(C(=O)N2CCCCCCC2)CN1Cc1cccc(C(F)(F)F)c1 (centres undefined)	.	29	-23%	5%	-8%	20%
Cn1[nH]c(=O)c(Cl)c(Cl)c1=O	-18%	31	-18%	9%	-5%	7%
CN1C(=O)C(=Cc2ccc(N3CCOCC3)o2)C(=O)N(C)C1=S	-2%	-38	2%[57.1 µM]	-7%	0%	-9%
O=C(O)CN(Cc1ccccc1)S(=O)(=O)c1ccc2c(c1)OCCO2	22%	20	45%[activator]	17%	0%	-1%
CON=C1CCN(c2ncc(C(F)(F)F)cc2Cl)CC1	4%	-23	1%	7%	-2%	10%
CC1CCCCN1C(=O)COC(=O)c1cc(Cl)c2c(c1)OCO2 (centres undefined)	.	-15	-2%	7%	0%	?
COC(=O)c1ccccc1NC(=O)C1CC(c2ccc(F)cc2)=NO1 (centres undefined)	13%	-25	?	5%	?	?
COc1cccc(NC(=O)CN(C)C(=O)CNC(=O)c2ccc3ccccc3c2)c1	.	-12	5%	15%	?	1%
Cc1ccccc1NC(=O)c1onc2c1CCCC2	1%	9	0%	-14%	-8%	-9%
COc1ccc(NC(=O)CCN2CCN(S(=O)(=O)c3ccc(OC)cc3)CC2)cc1	1%	20	11%	16%	4%	7%
CC(C)(C)c1ccc(CSc2nnc(-c3ccccc3NC(=O)c3ccccc3)o2)cc1	2%	16	-6%	2%[11.6 µM]	-7%	14%
COCCOc1ccc(C(F)(F)F)cc1N	3%	-7	1%	-4%	-7%	13%
COc1cc2c(cc1OC)C1c3ccc(OC)c(OC)c3OCC1(O)C2 (centres undefined)	.	16	.	-19%	.	-4%
Cc1cccc(C)c1NC(=O)CN1C(=O)COc2ccccc21	-1%	9	-1%	-11%	7%	0%
CCc1ccc(C(=O)CN2C(=O)NC(C)(CCc3ccccc3)C2=O)cc1 (centres undefined)	-6%	42	-19%	-15%	?	17%
O=C(Nc1ncccn1)C1c2ccccc2Oc2ccccc21	17%	-21	-11%	-4%[2.32 µM]	-2%	19%
Cc1noc(C)c1S(=O)(=O)N1CCC(C(=O)NCCN2CCC(C)CC2)CC1	1%	73	-15%	9%	-14%	1%
CC(C)Sc1snnc1-c1ccccc1	7%	2	30%	48%[activator]	6%	-1%
N/C(=N\OC(=O)c1ccc(Br)o1)c1cccnc1	0%	24	-6%	0%	0%	20%
Cc1cc(C)cc(Nc2nc3ccc(C)cc3n3cnnc23)c1	-3%	55	?	-8%	2%	-19%
OCCN1CCN(c2ncnc3nc[nH]c23)CC1	-11%	-12	4%	-2%	?	0%
Cc1ccc(NC(=O)CN(C)S(=O)(=O)c2cccc3cccnc23)cc1C	-8%	-1	-9%	-9%	-14%	?
COc1ccc(CC(=O)N[C@@H](CCSC)C(=O)N2CCC3(CC2)NCCc2[nH]cnc23)cc1	?	-20	-12%	-3%	-7%	16%
Cc1cc(C)n2nc(C(=O)OCC(=O)Nc3cc(Cl)ccc3C)nc2n1	.	16	-2%	2%	?	1%
O=[N+]([O-])c1ccc2nc(CN3CCCCC3)[nH]c2c1	-3%	-28	-1%	14%	-3%	-23%
CCOC(=O)C1CCN(S(=O)(=O)c2cccc(-c3cn4cccnc4n3)c2)CC1	2%	-4	0%	2%	-8%	?
Cc1cccc(CC(=O)Nc2c(C(=O)Nc3cccc(F)c3)oc3ccccc23)c1	.	21	0%	.	11%	.
Cc1ccc(C(=O)NC(Cc2c[nH]c3ccccc23)C(=O)O)cc1 (centres undefined)	17%	53	1%	-2%	-6%	5%
COc1ccc(NS(=O)(=O)c2ccc(/C=C/C(=O)O)cc2)cc1S(=O)(=O)N1CCOCC1	14%	-14	?	-15%	1%	2%
CC(=O)N1CCN(Cc2nc(-c3cccc(Cl)c3)no2)CC1	0%	78	-7%	15%	-3%	-4%
O=[N+]([O-])c1cccc(-c2nnc(-c3ccccc3F)o2)c1	2%	46	-11%	-5%	-16%	-7%
S=c1[nH]nc(Cn2cnc3ccccc32)n1-c1ccccc1Cl	-24%	-15	11%	-8%	-6%	2%
Cc1cccc(-n2cc(-c3ccccc3)c3c(NC4CCCC4)ncnc32)c1	.	-39	0%	.	-2%	.
CN(C)C(=O)CCc1ccc2c3c([nH]c2c1)[C@]1(C)[C@@H](C(=O)N2CCCCC2)C[C@H](CC(=O)NCCC2=CCCCC2)C(=O)N1CC3	.	10	.	-1%	.	7%
CCC(CO)Oc1cc(NCc2ccccc2O)c2ncn(C(C)C)c2c1 (centres undefined)	.	9	.	8%	.	?
CCNc1ccc(C(=O)OCC(=O)NC(=O)NCC(C)C)cc1[N+](=O)[O-]	3%	-15	.	-1%	5%	?
COc1ccc(NC(=O)CCn2cnnn2)cc1	.	2	6%	.	9%	.
Cc1ccc(CC2CC(=O)N(CCc3ccc4c(c3)OCO4)C2=O)cc1 (centres undefined)	13%	-16	-7%	3%	?	8%
CCOc1ccccc1OCCCC(=O)Nc1sccc1C(N)=O	-9%	-61*	-2%	6%[11.6 µM]	-11%	?
CN(/N=C/c1ccc(Cl)cc1)c1ncc(Cl)cc1C(F)(F)F	0%	-13	-3%	2%	-4%	16%
OCc1ccccc1CN1CCCCCC1	.	1	.	16%	.	5%
Cn1c(-c2ccc(F)cc2)cnc1NCc1ccccc1F	28µM*	15	?	?	?	-1%
N#CC1=C(N)C(C#N)(C#N)[C@H](c2ccsc2)[C@H]2COCC=C12	?	-1	13µM*	7%	0%	-10%
Cc1ccccc1-c1noc(-c2nnn(-c3ccccc3C)c2N)n1	.	6	17%	.	16%	.
CCOC(=O)c1ccc(NC(=O)c2c(NCc3ccccc3)[nH]c(=O)[nH]c2=O)cc1	.	9	.	-3%	.	?
COc1cc(NC(=S)Nc2cccnc2)cc(OC)c1	-8%	-19	45µM*	46%[activator]	5%	-6%
CN(C(=O)c1cccc(NC(=O)Cc2ccc(NC(=O)C3CCCN(C(=O)C4CCCC4)C3)cc2)c1)C1CC1 (centres undefined)	.	54	.	-11%	.	?
CCOc1ccc(OCCC(=O)NNC(=O)c2cc(OC)c(OC)c(OC)c2)cc1	.	-17	0%	80%[activator]	-3%	13%
COc1ccc(NC(=O)C2(c3ccc(NC(=O)c4ccc(OC)cc4)cc3)CCCC2)cc1	5%	?	1%	1%	-12%	?
O=C(CN1C(=O)NC2(CCCC2)C1=O)N1CCCSC1=Nc1ccccc1	.	3	2%	-3%	-15%	18%
O=Cc1cn(CC(=O)Nc2ccccc2)c2ccccc12	1%	-34	55%[activator]	2%	-10%	10%
CC1Cc2ccccc2N1C(=S)NC1CCCC1 (centres undefined)	.	33	-3%	-4%	7%	0%
CCN(CC)CCN(CC(=O)Nc1c(C)cc(C)cc1C)C(=O)c1ccccc1	9%	7	0%	0%	?	11%
